# TbPYK inhibitor = inhibitors of Trypanosoma brucei pyruvate kinase | AID 624173 | Q57TT1 | Potency, µM (titrated, usually from 76.8 µM), for inactives: top-dose activity, negative = inhibition, usual class: inhibitors | 410,000 compounds, 0.12% hits | TbPYK enzyme, Kinase-Glo Plus ATP luminescence, 45 min; also: potency is read from the fitted curve at half-maximal effect; % is scaled to controls: 0 for no effect and ±100 for the full control effect; nearly all actives have a fitted effect of over 50% in size
#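 Assay buffer: 50 mM TEA pH 7.2, 100 mM KCl, 10 mM MgCl2, 0.05% BSA, 0.01% Tween-20. Pyruvate kinase from T. brucei plus substrate met compound, then ADP (130 uM final). Luminescence was read post 45 min RT.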
# Pf growth 96h = P. falciparum growth inhibition at 96 hour, primary screen for plastid delayed-death inhibitors; P. falciparum luciferase reporter growth, 96 h; Potency, µM (highest dose often 28.7 µM), inactives show top-dose activity change, negative = inhibition, hits mostly inhibitors; 320,000 compounds, 6.9% hits; also: potency is read from the fitted curve at half-maximal effect; % is scaled to controls: 0 for no effect and ±100 for the full control effect
#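 P. falciparum expressing integrated firefly luciferase grown in erythrocytes (2% hematocrit, 0.05% parasitemia final) with compounds for 96 hours at 37 C, 5% CO2. Growth inhibition read as loss of luminescence after adding luciferase detection reagent.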
# Cycloheximide cs = affects cycloheximide protein synthesis inhibition readout, counter-screen; cell reporter, cycloheximide protein synthesis inhibition counterscreen; max response, %; 300,000 compounds, 12% hits; in the data active = max response mostly above about 13%, no sharp cut-off; inactive = mostly below about 14%; also: read at 38.3 µM for the half of the compounds with a filed dose; 0% is about no effect
# Shiga inhibitor = Shiga toxin inhibition; Vero cells, Shiga toxin protein synthesis inhibition reporter; inhibition, % at 38.7 µM; 290,000 compounds, 9.2% hits; in the data active = inhibition mostly above about 28%, no sharp cut-off; inactive = mostly below about 43%; also: 0% is about no effect
# Pf growth 48h = inhibits P. falciparum growth in the first generation, 48 h; P. falciparum luciferase growth in erythrocytes, 48 h; Potency, µM (series often up to 28.7 µM), without a hit: top-dose activity change, negative = inhibition, actives largely listed as inhibitors; 310,000 compounds, 5.9% hits; AID 504832; also: potency is read from the fitted curve at half-maximal effect; % is scaled to controls: 0 for no effect and ±100 for the full control effect
#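 Firefly luciferase activity from engineered P. falciparum reports growth; inhibitors lower the luminescent signal. Cultures contained 2% hematocrit erythrocytes at 0.1% final parasitemia.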
# HCV inhibitor = inhibitors of hepatitis C virus infection. Huh7.5.1 HCVcc-Cre infection, luciferase reporter, 44 h. Potency, µM (series often up to 41.8 µM), inactives show at the highest dose activity change, negative = inhibition, usual class: inhibitors. 340,000 compounds, 3.4% hits; also: potency is read from the fitted curve at half-maximal effect; % is scaled to controls: 0 for no effect and ±100 for the full control effect
#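 A cell-based infection assay in which seeded cells (1,000 per well) receive test compound after 4 h, are inoculated with HCVcc-Cre at approximately 0.5 moi, and are incubated 44 h before luminescence detection.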
# LmPK inhibitor = LmPK (Leishmania mexicana) enzyme inhibition; Q27686; purified LmPK, Kinase-Glo ATP luminescence, 1 h; Potency, µM (titrated, usually from 57.5 µM), for the others: at the highest dose activity change, negative = inhibition, hits mostly inhibitors; 290,000 compounds, 0.37% hits; AID 1721; also: potency is read from the fitted curve at half-maximal effect; % is scaled to controls: 0 for no effect and ±100 for the full control effect
# Target sequence (Q27686 whole entry, looked up): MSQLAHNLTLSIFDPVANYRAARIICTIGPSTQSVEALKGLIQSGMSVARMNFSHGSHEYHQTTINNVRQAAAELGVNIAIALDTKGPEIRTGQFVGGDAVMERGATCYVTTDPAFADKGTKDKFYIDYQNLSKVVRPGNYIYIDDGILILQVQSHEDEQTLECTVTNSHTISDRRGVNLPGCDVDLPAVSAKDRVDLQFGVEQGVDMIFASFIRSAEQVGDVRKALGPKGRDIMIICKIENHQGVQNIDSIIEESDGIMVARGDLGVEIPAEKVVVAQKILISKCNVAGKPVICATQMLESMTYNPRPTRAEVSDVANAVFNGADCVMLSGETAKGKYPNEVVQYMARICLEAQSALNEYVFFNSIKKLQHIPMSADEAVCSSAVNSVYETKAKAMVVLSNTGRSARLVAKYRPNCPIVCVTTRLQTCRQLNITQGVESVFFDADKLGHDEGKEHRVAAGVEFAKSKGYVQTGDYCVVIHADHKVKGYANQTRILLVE
#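 0.1 nM LmPK, 0.5 mM PEP, 0.1 mM ADP; 50 mM imidazole pH 7.2, 7 mM MgCl2, 50 mM KCl; 1 h RT. Kinase-Glo luminescence readout, normalized to no-enzyme (full inhibition) and uninhibited wells.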
# Active calls of the source: *; ? = inconclusive; nt = not tested or not shown; [ ] = dose if it differs, or a comment. Unless noted, calls follow the shape of the dose curve; as a rule, active = well fitted curve in the direction sought with a large enough effect; inconclusive = small, poorly fitted or top-dose-only effect, or another doubt; inactive = no such curve, though single readings can be large; an effect the other way counts as inactive or inconclusive.
SMILES,TbPYK inhibitor,Pf growth 96h,Cycloheximide cs,Shiga inhibitor,Pf growth 48h,HCV inhibitor,LmPK inhibitor
CC(=O)Nc1cccc2c1C(=O)N(c1ccccc1OC(C)=O)C2=O,-7%,7%,2,3,0%,23%,10%
O=C(c1ccc2c(c1)OCCO2)N1CCN(c2ncc(C(F)(F)F)cc2Cl)CC1,-14%,23%,nt,nt,-9%,?,nt
Cc1cccc(NC(=O)Nc2ccncc2)c1,2%,?,3,49,0%,-5%,-14%
O=C(Nc1ccccc1C(=O)NC1CCCCC1)c1ccco1,-13%,?,-3,-4,-22%,-26%,1%
CCN(Cc1ccccc1)C(=O)C1CCN(C(=O)Nc2ccccc2)CC1,-8%,?,-2,-10,?,-4%,-2%
CC(=NCc1cccnc1)c1c(O)n(Cc2ccccc2)c(=O)[nH]c1=O,7%,?,-3,-5,-25%,8%,3%
Cc1ccc(N(C(C)C(=O)NCc2ccncc2)S(C)(=O)=O)cc1C (stereo unspecified),3%,5%,1,-15,5%,-4%,-2%
O=C1c2ccccc2NC(c2cnc3ccccc3n2)N1O (stereo unspecified),-3%,12%,49*,71*,343%[activator],-10%,-18%
O=C(c1ccccc1)c1c[nH]c(C(=O)NCCCn2ccnc2)c1,2%,57%[activator],-3,-13,43%[activator],8%,-1%
COc1ccccc1C1(CCNS(=O)(=O)c2ccc(C)cc2)CCOC(C(C)C)C1 (stereo unspecified),-5%,0%,6,-9,?,?,2%
CCN(CC)CCNC(=O)Cn1nc(Cc2cccnc2)c2ccccc2c1=O,0%,31%[activator],-6,-5,nt,18%,0%
O=C1CCC(C(=O)N2CCC(CCO)CC2)CN1Cc1ccc(Cl)cc1 (stereo unspecified),-7%,?,2,-12,-1%,5%,0%
Cc1ccc(OCCCC(=O)Nc2cc(S(=O)(=O)N3CCOCC3)ccc2N2CCOCC2)cc1,6%,-30%,nt,nt,10µM*,-15%,nt
CC(=O)N1CCc2cc(S(=O)(=O)N3CCCCC3C)ccc21 (stereo unspecified),-9%,-48%,4,2,-1%,16%,-10%
Cc1cc(=O)oc2cc(OCC3CC(c4ccc(Br)cc4)=NO3)ccc12 (stereo unspecified),6%,0%,2,7,-4%,?,-4%
CCOc1ccc(NC(=O)CCC(=O)N/N=C/c2ccc3c(c2)OCO3)cc1,1%,?,23*,28,-7%,20%,-6%
C=CCn1c(O)c(N=NC(=O)CNC(=O)/C=C/c2ccc(OC)cc2)c2ccccc21,-5%,39%[activator],-4,-3,25%,-23%,-2%
COC(=O)N/N=C/c1ccc(-c2ccc(C)c(Cl)c2)o1,5%,?,16*,38,13%,-2%,0%
COc1ccc(O)c(C(=O)c2cnc3c(c2)c(-c2ccc(F)cc2)c(C#N)c(=O)n3C)c1,1%,?,11,43,1.7µM*,?,3%
C=CCn1c(C)c(C(C)=O)cc(NC(=O)c2ccccc2)c1=O,-9%,40%[activator],13,-6,?,-14%,-11%
CCC(Oc1ccc(C)cc1)C(=O)Nc1ccc(S(=O)(=O)Nc2cc(C)on2)cc1 (stereo unspecified),-7%,8.3µM*,-6,-11,8%,12%,-2%
CC1CCC(=NNc2ccc(C(F)(F)F)cc2[N+](=O)[O-])CC1 (stereo unspecified),-6%,10%,6,-6,13%,25%,-8%
CSc1cccc(NC(=O)Nc2ccccc2)c1,1%,-2%,34*,95,47%[activator],4%,5%
NS(=O)(=O)c1cccc(NC(=O)CSc2nc3ccccc3[nH]2)c1,-7%,35%[activator],6,-2,43%[activator],11%,3%
NC(=O)CSc1ccc(S(=O)(=O)N2CCOCC2)cn1,-7%,1%,nt,nt,21%,4%,nt

# New compounds follow
SMILES,TbPYK inhibitor,Pf growth 96h,Cycloheximide cs,Shiga inhibitor,Pf growth 48h,HCV inhibitor,LmPK inhibitor
CCCCn1c(=O)[nH]c(=O)c2c(C(=O)OCC)cc(-c3cccs3)nc21,-2%,-20%,-3,-5,0%,10µM*,0%
Cc1ccc(S(=O)Cc2ccc(C(=O)N3CCN(C4CCCCC4)CC3)o2)cc1 (stereo unspecified),0%,?,1,-3,9%,1%,0%
CCOc1ccc(CN2CCN(C(=O)c3ccco3)CC2)cc1,6%,-15%,1,-11,60%[activator],-23%,0%
CCOC(=O)c1c(C)[nH]c(C(=O)CN(C)CC(=O)Nc2ccccc2Cl)c1C,5%,-6%,nt,nt,?,-1%,nt
CC(OC(=O)c1cccnc1Cl)C(=O)Nc1ccc(S(N)(=O)=O)cc1 (stereo unspecified),-1%,10%,2,-30,5%,11%,-8%
Cc1ccc(C)c(NC(=O)c2ccc(OC(=O)c3ccco3)cc2)c1,-3%,11%,12,33,nt,6%,-11%
CN(CC(=O)Nc1ccccc1Br)Cc1nc2ccccc2c(=O)[nH]1,0%,-2%[5.75 µM],-1,-11,7%,-3%,2%
O=C(CCC(=O)c1cccs1)OCC(=O)c1ccccc1F,2%,?,nt,nt,23%,24%,nt
COCCn1cnnc1SCC(=O)c1ccc(S(=O)(=O)N2CCCC2)cc1,?,33%,-3,14,nt,-1%,-4%
Cc1nn(Cc2ccccc2)c2c1C(c1ccco1)C(C#N)=C(N)O2 (stereo unspecified),-13%,nt,1,-21,-15%,-2%,7%
Cc1cc(N2CCN(C)CC2)ccc1NC(=O)c1c2c(nc3ccccc13)CCN(Cc1ccccc1)C2,-1%,?,-12,-27,?,2µM*,2%
Cc1ccc(SCC(=O)NCCC2=CCCCC2)cc1,-9%,?,38*,38*,48%[activator],7%,2%
CCOC(=O)C1=C(C)NC(=S)NC1c1cccs1 (stereo unspecified),-4%,17%,-3,-11,1%,4%,-1%
On1nnc2cc(C(F)(F)F)ccc21,1%,6%,-3,4,4%,20%,12%
CCCN1CCN(C(=S)Nc2ccccc2C(F)(F)F)CC1,-13%,?,-2,-6,0%,?,0%
NC(=O)CC(NC(=O)Cc1ccc(Cl)cc1)c1ccc(NCC2CC2)c([N+](=O)[O-])c1 (stereo unspecified),1%,3%,-2,-2,-5%,20%,2%
CC(C)CN(C(=O)c1cccc(F)c1)c1c(N)n(CC(C)C)c(=O)[nH]c1=O,0%,-2%,-11,-3,9%,17%,0%
COc1ccccc1CN1CCC(CNS(=O)(=O)c2cc(-c3cc(C)no3)ccc2C)CC1,0%,-37%,1,-1,4.7µM*,?,4%
Cc1ccc(C(=O)OC2CCS(=O)(=O)c3sccc32)cc1 (stereo unspecified),-8%,37%[activator],13,-10,?,-13%,1%
COc1ccc(-c2nc3c4ccccc4ccn3c2C=O)cc1,3%,-1%,1,-11,16%,9%,0%
O=C(O)c1cc([N+](=O)[O-])c(Sc2nc3ccccc3[nH]2)c([N+](=O)[O-])c1,-16%,338%[activator],-4,21,nt,6%,-7%
O=S(=O)(c1ccc(F)cc1)N1CCC(n2cnc3ccccc32)CC1,1%,54%[activator],-5,-13,14%,2%,-2%
COc1cc2ccc(=O)oc2cc1OCC(O)C(C)(C)O (stereo unspecified),-5%,-22%,-3,-5,-3%,2%,0%
COc1ccc(OC)c(C2C(C(=O)Nc3ccc(F)cc3)=C(C)Nc3nc(CCCO)nn32)c1 (stereo unspecified),-6%,23%,-3,11,11%,15%,0%
COc1ccccc1/C=C1\SC(=S)N(CCC(=O)NCCCn2ccnc2)C1=O,1%,?,-3,-1,?,?,0%

# Further records
SMILES,TbPYK inhibitor,Pf growth 96h,Cycloheximide cs,Shiga inhibitor,Pf growth 48h,HCV inhibitor,LmPK inhibitor
CC(C)(C)Nc1nc(SCC(=O)Nc2ccccc2)nc(N2CCOCC2)n1,-3%,?,7,54,9.3µM*,?,12%
Fc1ccc(/C=N/NC(=S)Nc2ccc(Cl)cc2Cl)cc1,9%,2.1µM*,12,-5,-3%,?,3%
O=c1nc2n(c3ccc([N+](=O)[O-])cc13)CCCCC2,1%,?,-4,-6,-12%,21%,1%
Cc1ccc(SCCN)cc1C,-3%,22%,10,-6,0%,17%,-1%
CCCCC(=O)NCc1ccc(F)cc1,-8%,?,-4,21,11%,2%,0%
CCCOc1ccc(Cn2c(O)cc(=O)[nH]c2=O)cc1,-22%,nt,-2,3,1%,3%,-3%
CC1OC(Nc2ccc(N=Nc3ccccc3)cc2)C(O)C(O)C1O (stereo unspecified),2%,28%,37*,118*,132%[activator],-11%,-3%
O=C1CC(c2ccccc2)Cc2nc3nc(C(F)(F)F)nn3cc21 (stereo unspecified),0%,nt,-5,-20,8%,1%,-3%
Cn1c(=O)oc2cc(S(=O)(=O)N3CCN(c4cccc(Cl)c4)CC3)ccc21,-8%,?,-4,-23,nt,0%,9%
COc1cc(OC)c(NC(=O)C2CCCO2)cc1Cl (stereo unspecified),-7%,?,-2,-7,38%[activator],-16%,0%

# Filtered by structure: the entries above containing an aryl thioether with sulfur outside any ring
SMILES,TbPYK inhibitor,Pf growth 96h,Cycloheximide cs,Shiga inhibitor,Pf growth 48h,HCV inhibitor,LmPK inhibitor
CSc1cccc(NC(=O)Nc2ccccc2)c1,1%,-2%,34*,95,47%[activator],4%,5%
NS(=O)(=O)c1cccc(NC(=O)CSc2nc3ccccc3[nH]2)c1,-7%,35%[activator],6,-2,43%[activator],11%,3%
NC(=O)CSc1ccc(S(=O)(=O)N2CCOCC2)cn1,-7%,1%,nt,nt,21%,4%,nt
COCCn1cnnc1SCC(=O)c1ccc(S(=O)(=O)N2CCCC2)cc1,?,33%,-3,14,nt,-1%,-4%
Cc1ccc(SCC(=O)NCCC2=CCCCC2)cc1,-9%,?,38*,38*,48%[activator],7%,2%
O=C(O)c1cc([N+](=O)[O-])c(Sc2nc3ccccc3[nH]2)c([N+](=O)[O-])c1,-16%,338%[activator],-4,21,nt,6%,-7%
CC(C)(C)Nc1nc(SCC(=O)Nc2ccccc2)nc(N2CCOCC2)n1,-3%,?,7,54,9.3µM*,?,12%
Cc1ccc(SCCN)cc1C,-3%,22%,10,-6,0%,17%,-1%
